From PubChem BioAssay
Mtb FBA inh: inhibitors of M. tuberculosis fructose-bisphosphate aldolase. P9WQA3. purified M. tuberculosis FBA, fluorescence read-out. inhibition, % at 1 µM. hit rate 2.3% among 360,000. AID 588726; in the data active = inhibition above about 27%;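 note: 0% = vehicle and 100% = reference inhibitor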
Target sequence (P9WQA3 whole entry, looked up): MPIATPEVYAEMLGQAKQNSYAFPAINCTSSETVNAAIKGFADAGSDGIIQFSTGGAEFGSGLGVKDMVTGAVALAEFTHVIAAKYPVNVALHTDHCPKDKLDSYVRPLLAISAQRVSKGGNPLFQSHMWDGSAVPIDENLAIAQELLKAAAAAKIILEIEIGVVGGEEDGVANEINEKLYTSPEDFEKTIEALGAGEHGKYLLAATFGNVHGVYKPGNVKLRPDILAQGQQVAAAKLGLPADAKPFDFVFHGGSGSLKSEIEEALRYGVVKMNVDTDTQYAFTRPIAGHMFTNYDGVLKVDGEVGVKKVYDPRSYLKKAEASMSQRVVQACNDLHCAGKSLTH
BioA inh: inhibitors of Mycobacterium tuberculosis BioA enzyme | AID 602481 | inhibition, % at 9.99 µM | hit rate 0.096% among 360,000 | purified M. tuberculosis BioA enzyme, plate reader; in the data active = inhibition above about 40%
Vc quorum ag: induces V. cholerae light production without autoinducers; activation, % at 18.7 µM; V. cholerae BH1578 lux reporter, luminescence, 6 h; hit rate 0.16% among 350,000; AID 588436; in the data active = activation mostly above about 9.7%, no sharp cut-off; note: not every result past the cut was called active; inactives centre near 0; reference of the scale not given here
PriA SSB inh: inhibitors of Klebsiella pneumoniae PriA binding to SSB C-terminal tail; AlphaScreen SSBct-PriA binding, biotinylated peptide; inhibition, % at 33 µM; hit rate 0.6% among 430,000; in the data active = inhibition mostly above about 37%, no sharp cut-off; inactive = mostly below about 20%;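 note: plate controls were negative control peptide for no effect and reference peptide for full effect; strong numbers were not always called active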
3CLpro inhibitor: SARS-CoV 3CLpro protease inhibition; recombinant SARS-CoV 3CLpro, quenched FRET peptide cleavage; inhibition, % at 6 µM; hit rate 0.14% among 290,000; AID 1706; in the data active = inhibition above about 12%
DUSP3 inh: inhibitors of human VHR1 phosphatase (DUSP3) | P51452 | recombinant VHR phosphatase, pNPP absorbance | inhibition, % at 13.3 µM | hit rate 0.52% among 290,000 | AID 1654; in the data active = inhibition above about 50%; note: some compounds called inactive have numbers as strong as hits
Target sequence (P51452 whole entry, looked up): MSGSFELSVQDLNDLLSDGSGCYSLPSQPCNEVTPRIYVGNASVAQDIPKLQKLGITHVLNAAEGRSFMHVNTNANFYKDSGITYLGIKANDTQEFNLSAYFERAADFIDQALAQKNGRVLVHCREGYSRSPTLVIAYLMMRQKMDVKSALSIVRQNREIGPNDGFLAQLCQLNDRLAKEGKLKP
MazF activator: increases E. coli MazEF RNase cleavage of RNA; activation, % at 20 µM; hit rate 0.32% among 350,000; FAM/BHQ RNA-DNA oligo cleavage fluorescence, 5 h; P0AE70; in the data active = activation above about 50%
Target sequence (P0AE70 whole entry, looked up): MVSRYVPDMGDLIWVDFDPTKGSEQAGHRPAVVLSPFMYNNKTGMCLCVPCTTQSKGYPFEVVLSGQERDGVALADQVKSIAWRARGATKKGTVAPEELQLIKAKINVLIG
GDH-TPI inh: counter-screen for M. tuberculosis FBA inhibitors: GDH-TPI coupled enzymes; hit rate 1.2% among 360,000; inhibition, % at 4.8 µM; GDH-TPI coupled enzyme counterscreen, NADH absorbance; in the data active = inhibition above about 30%;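 note: 0% = DMSO wells and 100% = wells lacking the enzyme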
UGM FP inh: inhibitors of M. tuberculosis UDP-galactopyranose mutase; hit rate 0.06% among 320,000; AID 504406; inhibition, % at 10 µM; purified UGM, fluorescence polarization probe displacement; P9WIQ1; in the data active = inhibition above about 10%, passing the limit was not always enough
Rv3671c protease: inhibits the M. tuberculosis serine protease Rv3671c; P9WHR9; inhibition, % at 5.96 µM; hit rate 0.048% among 320,000; in the data active = inhibition above about 38%;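 note: extracellular domain of Rv3671c used as enzyme; 0% = enzyme with DMSO and 100% = no enzyme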
Target sequence (P9WHR9 whole entry, looked up, the tested form may be a part): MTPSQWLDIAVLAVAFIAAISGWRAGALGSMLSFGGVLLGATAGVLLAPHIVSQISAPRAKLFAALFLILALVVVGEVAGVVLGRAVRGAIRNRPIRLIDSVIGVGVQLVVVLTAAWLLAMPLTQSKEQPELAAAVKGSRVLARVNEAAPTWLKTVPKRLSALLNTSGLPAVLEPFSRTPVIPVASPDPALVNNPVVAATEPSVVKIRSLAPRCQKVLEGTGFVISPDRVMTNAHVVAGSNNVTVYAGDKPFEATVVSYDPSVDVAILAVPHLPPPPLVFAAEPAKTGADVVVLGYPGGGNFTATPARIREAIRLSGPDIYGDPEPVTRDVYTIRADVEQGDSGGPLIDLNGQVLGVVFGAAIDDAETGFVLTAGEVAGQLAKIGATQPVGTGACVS
Starred values were filed as active, the others as inactive; i = inactive; · = not tested or not shown; & = joins results of further samples. This is a subset (hit frequency here may not be typical).

SMILES	Vc quorum ag	DUSP3 inh	GDH-TPI inh	Mtb FBA inh	BioA inh	MazF activator	UGM FP inh	Rv3671c protease	PriA SSB inh	3CLpro inhibitor
COC(=O)C(C)n1cnc2c(nnn2Cc2ccc(Cl)cc2)c1=O (centres undefined)	-0.2	-8.9	6.7	1.2	6.2	3.1	-1.9	-6.9	8.4	-1.7
CC(Oc1cc2oc(=O)c3c(c2cc1Cl)CCCC3)C(=O)NCc1cccnc1 (centres undefined)	-0.3	1.6	5.9	2.5	9.2	-8.1	2.1	2.8	4.5	-3.4
O=C(NCCCN1CCCC1)c1cc2c(Cl)nc3ccccc3c2s1	i	24.3	5.0	0.3	-0.6	13.3	0.9	1.2	2.8	-4.0
Nc1cc[n+](CC(=O)c2ccccc2)cc1	-0.3	-12.4	9.4	1.5	-0.4	11.3	0.5	10.3	-14.7	-2.9
COc1ccc([C@H]2CC(=O)C=C(c3ccc(CNC(=O)OC(C)(C)C)cc3)C2)cc1	0.6	·	8.3	1.5	-1.6	1.9	0.1	-11.7	3.9	·
CC(C)(C)C(=O)[C@@H]1[C@@H]2C(=O)N(c3ccc4c(c3)OCCO4)C(=O)[C@@H]2C2c3ccccc3C=CN21 (some centres undefined)	-0.2	16.7	12.6	0.7	-2.9	11.4	-1.0	-34.4	23.4	-2.7
CCOP(=O)(OCC)C(NC(=O)Cc1ccccc1)C(Cl)(Cl)Cl (centres undefined)	-0.3	14.7	9.9	-1.7	·	10.3	3.1	-3.3	-19.0&-5.0	1.8
Cc1ccc(S(=O)(=O)N2CCN(c3cnn(-c4ccccc4)c(=O)c3Cl)CC2)cc1	-0.2	-13.4	3.3	-2.0	-0.9	-17.7	-1.5	2.7	0.8	6.7
NNc1nc(-c2ccccc2Cl)c2cc(Br)ccc2n1	0.3	-7.8	18.8	4.2	-1.1	9.4	0.9	-9.9	-3.7	5.4
CCc1ccc(C(=O)CSc2nc3ccccc3c(=O)[nH]2)cc1	i	-16.6	12.1	0.4	-2.4	5.1	0.2	-4.0	-2.9	3.1
COc1ccc(CNC(=O)N2CCN(c3ccccc3OC)CC2)cc1	i	31.1	8.4	-1.1	-2.3	5.9	3.6	2.4	3.6	-6.0
COC(=O)c1ccc(NC(=O)CCN2CCCCC2)cc1	-0.7	0.8&-7.3	-0.9&-3.4	-0.2&3.0	1.9	-8.7&7.4	-1.4&-1.5	-0.6&3.2	-6.5	-7.0&1.3
COc1cccc(NC(=O)CN(C)C(C)C(=O)Nc2ccc(S(=O)(=O)N3CCOCC3)cc2)c1 (centres undefined)	-0.4	-7.1	11.1	-6.1	-0.7	7.4	1.8	1.6	11.9	-4.1
C=CCOc1cccc(C2/C(=C(/O)c3ccc(F)cc3)C(=O)C(=O)N2CCN2CCOCC2)c1 (centres undefined)	0.4	13.2	11.2	7.1	-1.2	-5.7	0.0	-1.7	·	3.6
CN(C)C(/C=C/Nc1ccc([N+](=O)[O-])cc1)=C(C#N)C#N	-0.2	9.3	3.5	-3.7	·	14.3	2.0	-2.5	3.5	-3.5
Cc1sc(NC(=O)C(C)C)c(C(=O)Nc2ccccc2)c1C	-0.5	23.1	4.2	1.3	-0.1	1.9	-0.9	-0.1	5.3	-4.1
CCOc1ccc(NC(=O)CNC(=O)c2cccs2)cc1	2.3	19.1	4.9	0.0	·	4.6	-1.1	-9.7	-10.6	3.1
COc1cc(C2C(C#N)=C(N)N(Nc3ccccc3)C3=C2C(=O)CC(C)(C)C3)ccc1OCc1cccc(F)c1 (centres undefined)	i	15.7	21.7	5.5	·	-19.4	0.5	-15.2	0.7	-3.4
Cc1ccc(S(=O)(=O)C2(C(=O)Nc3cccc(F)c3)CC2)cc1	·	-6.1	-8.2	1.1	2.7	1.5	1.8	2.8	-5.1	0.5
COc1ccc(N2CCN(C(=O)CSc3nnc4n3C(C)(C)Cc3ccccc3-4)CC2)cc1	3.8	1.2	9.7	-3.0	-0.6	2.8	-0.6	7.5	-14.6	-4.3
CC(=O)c1cc2c(cc1NS(=O)(=O)c1ccccc1C)OCO2	·	18.2	·	·	·	·	-0.6	-10.1	·	2.1
Cc1ccc(S(=O)(=O)n2cc(-c3ccccc3)c3ccccc32)cc1	0.4	·	-6.8	-0.5	-0.8	0.9	1.2	-27.2	-19.8	·
Nc1nonc1-n1nnc(C(=O)N/N=C/c2cccc(Cl)c2)c1-c1ccc2c(c1)OCO2	-0.4	12.3	0.0	0.0	-2.0	-10.6	-0.6	-9.9	·	7.7
COc1c(C)cc(NC(=O)c2ccc3c(c2)NC(=O)CO3)cc1C	-0.3	26.2	-1.8	-1.1	·	4.6	-0.8	8.4	-19.8	3.1
Cc1ccc(-c2nn(CC(=O)N3CCOCC3)c(=O)c3ccccc23)cc1S(=O)(=O)N(C)C	-0.5	12.8	22.8	6.3	-2.1	3.1	2.9	-0.2	-0.1	-1.8
Cc1ccc(NC(=O)c2ccc3snnc3c2)cc1	-0.3	-4.8	5.2	-1.2	·	-22.7	2.9	1.8	19.2	2.4
CC1(C)Cc2cccc(OCC(=O)NCc3ccc(F)cc3)c2O1	-0.3	·	-3.2	-1.2	-1.3	-1.1	-1.4	-14.9	5.0&-16.1	·
C/C(=N/NC(=O)CN1CCN(S(=O)(=O)c2ccc(Br)cc2)CC1)c1cccnc1	-0.3	4.7	2.2	6.5	·	-6.1	0.8	-4.6	·	-2.7
COc1ccc(NC(=S)N/N=C2/CCCc3c(C)cc(C)cc32)cc1	-1.9	-3.4	5.2	-9.0	-0.7	18.2	2.2	-0.4	·	-1.0
CSCCC(C(=O)OCC(=O)c1ccc(C)c(C)c1)N1C(=O)c2ccccc2C1=O (centres undefined)	-0.5	-7.9	-3.0	1.7	·	-13.6	0.3	-5.8	-15.1	0.9

Complete entries, looked up by structure. Screens in order: Vc quorum ag, DUSP3 inh, GDH-TPI inh, Mtb FBA inh, BioA inh, MazF activator, UGM FP inh, Rv3671c protease, PriA SSB inh, 3CLpro inhibitor
Entry for `CCOP(=O)(OCC)C(NC(=O)Cc1ccccc1)C(Cl)(Cl)Cl` (centres undefined) → -0.3, 14.7, 9.9, -1.7, ·, 10.3, 3.1, -3.3, -19.0&-5.0, 1.8
Entry for `Nc1nonc1-n1nnc(C(=O)N/N=C/c2cccc(Cl)c2)c1-c1ccc2c(c1)OCO2` → -0.4, 12.3, 0.0, 0.0, -2.0, -10.6, -0.6, -9.9, ·, 7.7

Continuation:
SMILES	Vc quorum ag	DUSP3 inh	GDH-TPI inh	Mtb FBA inh	BioA inh	MazF activator	UGM FP inh	Rv3671c protease	PriA SSB inh	3CLpro inhibitor
COc1cc(C(=O)NC(=S)Nc2ccccc2N2CCOCC2)cc(OC)c1OC	0.8	-3.0	17.5	3.5	0.9	1.9	-1.2	-12.5	28.3	2.1
O=C(OCC(=O)c1c[nH]c2ccccc12)c1cncc(Br)c1	-2.0	·	5.3	0.2	1.8	3.8	0.8	-9.6	-8.2	·
COc1ccc(N(C)S(=O)(=O)c2cccc(C(=O)Nc3ccc(OC)nc3)c2)cc1	·	5.7	·	·	·	·	1.3	-21.9	·	-1.7
O=c1nc(Nc2ccc(OCc3ccccc3)cc2)sc2ncccc12	-0.4	16.5	7.4	-3.2	0.9	29.9	-0.4	-13.6	-14.5	1.9
Cc1noc(C)c1COc1ccc(C(=O)Nc2ncccc2O)cc1	i	·	2.8	0.9	·	7.1	0.7	11.6	1.4	·
COc1cc(OC)cc(C(=O)NNC(=O)CCOc2ccccc2OC)c1	i	·	4.8	1.8	-2.0	3.4	·	6.9	3.1	·
CCOC(=O)c1cc2ccc3ccccc3c2s1	-10.0	26.7	3.5	4.5	4.5	1.8	2.9	-3.0	-100.0	1.0
CCOC(=O)C(CC)Sc1ccc2nnc(CCNS(=O)(=O)c3ccccc3)n2n1 (centres undefined)	-1.4	-10.7	-0.6	5.5	·	3.7	0.4	3.3	1.9	2.4
CCOC(=O)C1(Cc2cccc(OC)c2)CCN(Cc2cccnc2)CC1	0.0	34.9	0.3	0.6	·	1.8	-2.0	-2.7	-2.7	-0.5
COc1ccc(Cl)cc1NC(=O)NNC(=O)C(=O)Nc1ccc(F)cc1	0.7	·	11.5	3.4	-1.2	-8.6	·	·	·	·
COc1ccc(NC(=O)NNC(=O)COc2cc(C)c(Cl)c(C)c2)c(OC)c1	i	27.9	3.0	-0.9	-0.3	0.3	-1.9	-3.0	-9.8	4.0
O=[N+]([O-])c1cc([N+](=O)[O-])c(Oc2cccnc2Br)cc1NN1CCCCC1	-3.6	-10.5	9.7	1.0	-0.7	6.0	-2.4	-3.8	3.1	-0.7
CCCS(=O)(=O)NC(=O)C1(C)CCCN(C(=O)c2c(-c3ccccc3)noc2C)C1 (centres undefined)	-1.1	·	12.9	-1.3	-1.0	·	·	·	·	·
COc1ccc(Cl)cc1N(CC(=O)NC(C(C)C)C(C)C)S(C)(=O)=O	-0.4	-1.5	-5.2	-3.2	-0.8	-3.1	-2.3	-4.6	-7.8	-2.9
Cc1ccc2nc(-c3ccc4c(c3)OCCO4)cc(C(=O)O)c2c1	-0.1	16.8	23.8	13.7	-0.5	-0.5	-0.1	5.2	-8.3	-3.3
OCC[C@H]1C[C@H](O)[C@@H](O)[C@]2(OCCc3ccccc32)O1	0.4	·	-2.6	-0.1	-1.4	2.5	1.1	-2.8	-11.1	·
CCSc1n[nH]c(=O)[nH]c1=O	-0.2	4.5	5.0	-1.4	-4.4	-2.5	1.5	4.5	1.0	-1.4
CCOC(=O)c1sc2nc(SCC#N)n(CCCN3CCCC3=O)c(=O)c2c1C	1.0	-1.5	8.4	-1.8	5.7	6.5	·	5.7	-8.8	-1.9
Cc1ccccc1-c1cc(C(=O)N2CCCC2)c2ccccc2n1	1.4	24.9	-7.0	2.3	1.0	-4.6	-1.4	-7.6	7.5	3.8
O=C(Cc1ccccc1)Nc1nc(=O)c2ccccc2s1	i	30.7	0.0	2.1	-1.2	-4.8	1.5	2.1	2.4	3.6
O=C(CSc1ccc([N+](=O)[O-])cn1)Nc1ccc(N2CCOCC2)c(Cl)c1	i	4.3	2.6	-2.9	·	-3.0	0.9	2.8	34.6	2.8
Cc1cccc(NC(=S)NC23CN4CN(CN(C4)C2)C3)c1	0.3	10.6	-3.2	0.6	·	-1.3	1.1	6.5	10.2	4.9
C=CCC[C@@H](Cc1ccc(F)cc1)C(=O)OC[C@@H](NC(=O)[C@@H](CC=C)CC(=O)N[C@@H](CO)Cc1ccccc1)C(C)(C)C	6.7	·	4.9	-2.0	0.9	1.5	-1.1	-2.9	1.8	·
CN(C)CCC(C(=O)c1ccccc1)c1ccccn1 (centres undefined)	i	·	-3.5	-0.9	2.3	-3.9	·	·	-11.3	·
C/C(=N/NC(=O)CNS(=O)(=O)c1ccc(C)cc1)c1cccc([N+](=O)[O-])c1	-0.6	0.6	1.6	-1.6	0.8	4.3	-2.2	3.7	·	5.8
CCNC(=O)COC(=O)/C=C/c1cccc(F)c1	i	28.0	-8.9	1.4	·	0.9	0.0	3.5	-7.3	5.2
CN(C)c1ccc(/C=N/NC(=O)c2nnn(-c3nonc3N)c2CN(C)c2ccccc2)cc1	i	9.1	30.8*	8.1	-4.5	5.5	-0.6	5.5	·	7.8
C[C@@H]1CN([C@H](C)CO)C(=O)CCCn2nncc2CO[C@@H]1CN(C)S(=O)(=O)c1cccs1	-0.3	·	5.2	4.6	0.3	-0.2	·	·	·	·
Cc1ccsc1/C=C/c1ccc2cccc(O)c2n1	·	40.9	8.0	-2.2	-1.7	6.4	-0.7	4.1	-21.6	-2.2
COc1cn(-c2ccccc2)nc1C(=O)OCC(=O)Nc1ccc(C)c(C)c1	-2.5	·	4.9	2.9	·	1.5	2.6	0.7	-4.0	·
Cc1ccc(C(=O)N/C(=C/c2ccc(-c3ccc(Br)cc3)o2)C(=O)NC2CCS(=O)(=O)C2)cc1 (centres undefined)	3.9	-1.0	14.6	9.2	0.1	-4.3	-0.8	5.1	0.2	-6.4
